Source: PubChem BioAssay
EZH2 inh: blocks human EZH2/PRC2 H3K27 methylation; 0.35% of 57,000 active; DELFIA TRF, 1 h; Q15910; inhibition, % at 12.5 µM;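 active = mean inhibition of replicates at least 50% and every single replicate also reaching 50%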;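 also: dimethyl H3K27 on biotinylated H3 21-44 peptide detected by antibody; plate controls were median neutral control wells for no effect and median positive control wells for full effect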
Target sequence (Q15910 whole entry, looked up): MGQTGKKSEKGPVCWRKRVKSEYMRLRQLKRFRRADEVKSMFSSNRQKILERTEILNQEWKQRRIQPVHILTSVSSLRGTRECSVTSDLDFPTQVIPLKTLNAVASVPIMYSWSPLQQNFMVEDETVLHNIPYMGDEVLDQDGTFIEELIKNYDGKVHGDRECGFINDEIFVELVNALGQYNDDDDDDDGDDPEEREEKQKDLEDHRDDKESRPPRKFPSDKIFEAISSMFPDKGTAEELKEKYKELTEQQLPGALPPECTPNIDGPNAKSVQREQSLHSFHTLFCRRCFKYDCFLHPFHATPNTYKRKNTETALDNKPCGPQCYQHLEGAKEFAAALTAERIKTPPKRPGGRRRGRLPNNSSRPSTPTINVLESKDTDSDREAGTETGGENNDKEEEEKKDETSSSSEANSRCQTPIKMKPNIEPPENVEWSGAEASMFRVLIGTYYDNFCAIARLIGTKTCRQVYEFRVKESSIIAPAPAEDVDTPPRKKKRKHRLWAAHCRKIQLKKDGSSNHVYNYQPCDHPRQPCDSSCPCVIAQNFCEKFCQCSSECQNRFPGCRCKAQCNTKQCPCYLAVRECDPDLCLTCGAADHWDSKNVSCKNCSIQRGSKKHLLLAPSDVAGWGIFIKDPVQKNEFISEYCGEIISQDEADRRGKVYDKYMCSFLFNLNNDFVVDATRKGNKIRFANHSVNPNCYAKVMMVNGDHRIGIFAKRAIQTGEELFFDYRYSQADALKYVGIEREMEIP
IDH1 mut inh: inhibitors of human IDH1 R132H; O75874; IDH1 R132H reductase, diaphorase/resazurin fluorescence, 60 min; inhibition, % at 10 µM; 0.18% of 70,000 active; AID 624101; in the data active = inhibition above about 34%;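 also: 0% = DMSO and 100% = no enzyme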
Active calls of the source: *; . = not tested or not shown. An excerpt (hit frequency here may not be typical).

SMILES	EZH2 inh	IDH1 mut inh
C[C@H](CO)N1C[C@H](C)[C@H](CN(C)S(=O)(=O)c2ccccc2)Oc2ncc(-c3ccncc3)cc2C1=O	.	0.0
C[C@H](CO)N1C[C@H](C)[C@@H](CN(C)C)Oc2ccc(NC(=O)NC3CCCCC3)cc2CC1=O	.	2.5
Cc1noc(C)c1NC(=O)N(C)C[C@H]1OCCCC[C@H](C)Oc2ccc(NS(=O)(=O)c3cn(C)cn3)cc2C(=O)N([C@H](C)CO)C[C@@H]1C	.	2.6
COc1ccc(NC(=O)N(C)C[C@@H]2OCCCC[C@@H](C)Oc3ccc(NC(=O)Cc4ccccc4)cc3C(=O)N([C@H](C)CO)C[C@@H]2C)cc1	.	0.2
CN(C)CC(=O)N[C@@H]1CC[C@@H](CC(=O)NCc2ccc(Cl)cc2)O[C@H]1CO	0	0.1
CCOC(=O)c1c(NC(=O)CSc2nccc(C)n2)sc2c1CCCC2	20	-0.3
CO[C@@H]1CN(C)C(=O)c2cc(NC(=O)Nc3ccccc3F)ccc2OC[C@H](C)NC[C@@H]1C	2	-0.5
COc1ccc(S(=O)(=O)N(C)C[C@@H]2OCc3ccccc3-c3c(n(C)c4ccccc34)C(=O)N([C@H](C)CO)C[C@@H]2C)cc1	-35	-2.0
CN1CCN(C(=O)C[C@@H]2C=C[C@@H](NC(=O)Cc3ccccn3)[C@@H](CO)O2)CC1	0	0.5
Cc1c(C=Nc2ccc(C(C)C)cc2)sc2ccccc12	4	0.4
C[C@H](CO)N1C[C@H](C)[C@H](CN(C)Cc2ccc(C(=O)O)cc2)Oc2ccc(NC(=O)C3CCCCC3)cc2C1=O	.	1.4
Cc1noc(C)c1S(=O)(=O)Nc1ccc2c(c1)C(=O)N([C@H](C)CO)C[C@@H](C)[C@H](CN(C)C(=O)Nc1ccc3c(c1)OCO3)O2	.	0.3
CNC[C@@H]1OCCCC[C@@H](C)Oc2ccc(NS(=O)(=O)c3ccc(F)cc3)cc2C(=O)N([C@H](C)CO)C[C@@H]1C	-4	-0.1
COc1ccc(NC(=O)Nc2ccc3c(c2)C(=O)N([C@@H](C)CO)C[C@H](C)[C@H](CN(C)C(=O)Nc2ccc(F)cc2)OCCCC[C@H](C)O3)cc1	.	2.1
O=C(C[C@@H]1CC[C@@H](NC(=O)Cc2ccccn2)[C@@H](CO)O1)NCCc1ccccc1	6	-0.2
CO[C@H]1CN(C)C(=O)c2ccc(NC(=O)C3CC3)cc2OC[C@H](C)N(C(=O)CN2CCOCC2)C[C@H]1C	5	-0.1
C[C@@H]1CN([C@@H](C)CO)C(=O)CCCn2cc(nn2)CO[C@H]1CN(C)Cc1cccc(O)c1	6	2.3
C[C@H]1CN([C@@H](C)CO)C(=O)c2cccc(NC(=O)NC3CCCCC3)c2O[C@@H]1CN(C)S(=O)(=O)c1ccc(F)cc1	-3	-0.6
CO[C@@H]1CN(C)C(=O)c2cc(C#N)ccc2OC[C@H]2O[C@@H](CC[C@H]2OC)CCN(C)C(=O)[C@H]1C	5	0.1
O=C(CCC1COc2ccccc2O1)NCc1ccco1 (stereo unspecified)	17	0.7
C[C@@H]1CN([C@H](C)CO)C(=O)Cc2cc(NS(=O)(=O)c3cn(C)cn3)ccc2O[C@H]1CN(C)S(=O)(=O)c1cccs1	.	1.4
COc1ccc(CNC(=O)C[C@H]2CC[C@H](NC(=O)CN(C)C)[C@@H](CO)O2)cc1	-1	0.2
CC(C)NC(=O)N[C@H]1CC[C@@H](CCn2cc(-c3ccc(F)cc3)nn2)O[C@H]1CO	-7	0.2
Cc1cc(C)cc(N(CC(=O)O)S(C)(=O)=O)c1	1	-0.1
CCOC(=O)CSc1n[nH]c(CC)n1	-6	0.1
SMILES	EZH2 inh	IDH1 mut inh
COCC(=O)Nc1ccc2c(c1)[C@H]1C[C@H](CC(=O)NCc3ccc(OC)cc3)O[C@@H](CO)[C@H]1O2	-7	-0.5
O=C(CN1CCOCC1)N[C@H]1CC[C@H](CCNS(=O)(=O)c2ccccc2F)O[C@H]1CO	1	0.2
Oc1cc(O)cc(/C=C/c2ccccc2)c1	-8	3.5
CN(CC(=O)Nc1ccc(Nc2ccccc2)cc1)S(=O)(=O)c1ccccc1	22	0.1
Cc1noc(C)c1S(=O)(=O)N(C)C[C@@H]1OCc2cnnn2CCCC(=O)N([C@@H](C)CO)C[C@H]1C	.	-1.9
COC(=O)C1CC2=CC(=O)CCC2(C)C23OC2CC2(C)C(CCC24CCC(=O)O4)C13 (stereo unspecified)	.	-0.2
C[C@@H]1CN([C@@H](C)CO)C(=O)c2cccc(NC(=O)c3ccncc3)c2O[C@H]1CN(C)S(C)(=O)=O	-3	3.8
COc1ccc(CN(C)C[C@H]2OCCCC[C@H](C)Oc3ccc(NS(=O)(=O)c4cccs4)cc3C(=O)N([C@H](C)CO)C[C@H]2C)cc1	.	-1.4
C[C@@H]1CN([C@H](C)CO)C(=O)Cc2cc(NC(=O)Cn3cnnn3)ccc2O[C@H]1CN(C)S(=O)(=O)c1cccs1	.	0.1
COc1ccc(S(=O)(=O)N(C)C[C@H]2OCCCC[C@@H](C)Oc3ccc(NC(=O)CCC(F)(F)F)cc3C(=O)N([C@H](C)CO)C[C@@H]2C)cc1	.	-3.4
O=C1O[C@H](c2ccccc2)[C@H](c2ccccc2)N2[C@H]1[C@@H](C(=O)N1CCCCCCC1)[C@]1(C(=O)Nc3ccc(C#CCCO)cc31)[C@H]2c1ccccc1OCCO	-21	.
O=C(CSc1nc(-c2ccccc2)cs1)Nc1ccccc1C(F)(F)F	6	-0.7
CO[C@H]1CN(C)C(=O)c2cc(NC(=O)c3cnccn3)ccc2OC[C@H](C)NC[C@@H]1C	-4	-0.3
CC(=O)O[C@@H]1c2c(C)coc2C(=O)[C@@]23O[C@@H]2CC[C@H](C)[C@@]13C	.	-0.4
C[C@H](CO)N1C[C@H](C)[C@H](CN(C)S(C)(=O)=O)Oc2c(NC(=O)Nc3cccc4ccccc34)cccc2C1=O	-2	.
COc1ccc([N+](=O)[O-])cc1N(CC(=O)N1CCCC1)S(C)(=O)=O	-9	0.6
COc1ccccc1-c1cnc2c(c1)C(=O)N([C@H](C)CO)C[C@H](C)[C@@H](CN(C)C(=O)CC1CC1)O2	9	-4.4
COc1ccc([Si](C)(C)[C@@H]2[C@@H](CCO)O[C@]3(C(=O)N(Cc4ccc(N5CCOC5=O)cc4)c4ccccc43)[C@H]2C)cc1	25	.
C[C@@H]1CN([C@@H](C)CO)C(=O)c2cc(NC(=O)CCC(F)(F)F)ccc2O[C@@H](C)CCCCO[C@H]1CN(C)C	11	2.0
C[C@H]1CN([C@@H](C)CO)C(=O)c2cccc(NC(=O)Nc3ccc4c(c3)OCO4)c2O[C@H]1CN(C)S(=O)(=O)c1ccccc1	.	-3.9
O=C(NCC[C@@H]1CC[C@@H](NC(=O)C2CC2)[C@@H](CO)O1)c1ccc(F)cc1	-4	-0.5
CCN(CC(=O)Nc1ccccc1F)S(=O)(=O)c1ccc2ccccc2c1	6	-0.3
C[C@H](CO)N1C[C@H](C)[C@@H](CN(C)S(=O)(=O)c2ccc(F)cc2)OCc2cnnn2CCCC1=O	3	.
C[C@H]1CN([C@@H](C)CO)C(=O)c2cc(NC(=O)CCC(F)(F)F)ccc2O[C@@H]1CN(C)C(=O)NC1CCCCC1	-2	0.0
C[C@H]1CN([C@@H](C)CO)C(=O)c2cc(NS(C)(=O)=O)ccc2O[C@H]1CN(C)C(=O)NC1CCCCC1	6	1.8
SMILES	EZH2 inh	IDH1 mut inh
C[C@@H]1CN([C@@H](C)CO)C(=O)c2cc(NC(=O)Cn3cnnn3)ccc2O[C@H]1CN(C)Cc1ccc(C(F)(F)F)cc1	-7	.
C[C@H](CO)N1C[C@H](C)[C@@H](CN(C)Cc2cccnc2)Oc2cc(-c3cccnc3)ccc2S1(=O)=O	-6	.
C[C@H](CO)N1C[C@H](C)[C@@H](CN(C)C(=O)Nc2ccc(F)cc2)Oc2ccc(NC(=O)NC3CCCCC3)cc2CC1=O	.	0.5
Cc1ccccc1-c1ccc2c(c1)O[C@H](CN(C)C(=O)c1ccccn1)[C@@H](C)CN([C@@H](C)CO)S2(=O)=O	-6	0.8
C[C@H]1CN([C@@H](C)CO)C(=O)c2cc(/C=C/c3ccccc3)cnc2O[C@H]1CN(C)C(=O)c1cccc(F)c1	.	-0.3
O=C(C[C@H]1CC[C@H](NS(=O)(=O)c2ccccc2F)[C@H](CO)O1)NCCCN1CCOCC1	6	0.4
O=C(C[C@@H]1CC[C@@H](NC(=O)NC2CCCCC2)[C@H](CO)O1)NCc1ccc(Cl)cc1	-7	0.4
C[C@@H]1CN([C@@H](C)CO)C(=O)c2cc(NC(=O)c3ccccc3)ccc2O[C@@H](C)CCCCO[C@@H]1CN(C)C(=O)Nc1ccccc1	.	0.2
COc1ccc(-c2nnc(SCCCN3C(=O)c4cccc5cccc(c45)C3=O)n2C)cc1OC	.	-1.2
CO[C@H]1CN(C)C(=O)c2ccc(NC(=O)Cc3ccccc3)cc2OC[C@@H](C)N(C(C)=O)C[C@H]1C	22	0.2
C[C@H](CO)N1C[C@H](C)[C@@H](CN(C)C(=O)Cc2ccncc2)Oc2cc(-c3cncnc3)ccc2S1(=O)=O	.	0.7
C[C@H]1CN([C@@H](C)CO)C(=O)c2cc(-c3cccc(F)c3)cnc2O[C@H]1CN(C)CC1CCOCC1	6	0.1
COCc1cn(CC[C@@H]2CC[C@H](NC(=O)Nc3ccc(C(F)(F)F)cc3)[C@@H](CO)O2)nn1	10	-0.2
CO[C@@H]1CN(C)C(=O)c2ccc(NC(=O)c3ccccc3F)cc2OC[C@H](C)N(C)C[C@H]1C	7	.
O=C(C[C@@H]1CC[C@H](NC(=O)Nc2cc(F)ccc2F)[C@H](CO)O1)NCc1ccncn1	-14	-0.2
C[C@H](CO)N1C[C@H](C)[C@@H](CN(C)Cc2ccccc2C(=O)O)OCc2cn(nn2)CCCC1=O	.	-0.3
C[C@@H]1CN([C@@H](C)CO)S(=O)(=O)c2ccc(/C=C/c3ccccc3)cc2O[C@@H]1CN(C)Cc1cccnc1	.	-0.2
C[C@H](CO)N1C[C@H](C)[C@H](CN(C)Cc2ccccn2)Oc2cc(C#CCN(C)C)ccc2S1(=O)=O	-6	1.7
C[C@H](CO)N1C[C@H](C)[C@@H](CN(C)C(=O)Cc2ccccc2)Oc2cc(C3=CCCCC3)ccc2S1(=O)=O	19	1.7
C[C@H]1CCCCO[C@@H](CN(C)C(=O)c2ccccc2)[C@@H](C)CN([C@@H](C)CO)C(=O)c2cc(NS(=O)(=O)c3ccccc3)ccc2O1	.	1.9
Cc1noc(C)c1S(=O)(=O)N(C)C[C@H]1Oc2ccc(NS(=O)(=O)c3cccs3)cc2CC(=O)N([C@@H](C)CO)C[C@@H]1C	.	0.3
CC(C)CC#Cc1cnc2c(c1)C(=O)N([C@H](C)CO)C[C@@H](C)[C@H](CN(C)S(C)(=O)=O)O2	1	-0.4
Cc1ccnc(NC(c2cccc(Cl)c2)c2ccc3ccc(C)nc3c2O)c1 (stereo unspecified)	8	0.1
C[C@H](NC(=O)C[C@H]1C[C@@H]2c3cc(NC(=O)C4CCOCC4)ccc3O[C@@H]2[C@H](CO)O1)c1ccccc1	-4	0.1
CCCCCCCC/C=C\CCCCCCCc1cccc(O)c1C(=O)O	.	12
SMILES	EZH2 inh	IDH1 mut inh
COc1ccc(NC(=O)N(C)C[C@@H]2Oc3ncc(C#Cc4ccc(F)cc4)cc3C(=O)N([C@H](C)CO)C[C@@H]2C)cc1	.	0.2
COc1ccc(CNC(=O)C[C@@H]2C[C@@H]3c4cc(NS(C)(=O)=O)ccc4O[C@@H]3[C@H](CO)O2)cc1	3	-0.5
C[C@H](CO)N1C[C@H](C)[C@H](CN(C)C(=O)c2ccncc2)Oc2ncc(C#CC3CCCC3)cc2C1=O	-5	.
O=C(Nc1ccc(F)c(Cl)c1)C1CC(=O)n2ncnc2N1 (stereo unspecified)	-5	0.4
COc1ccc(-c2cc3ccccc3oc2=O)cc1NC(=O)COc1ccc(Cl)cc1C	-23	2.2
CC(C)NC(=O)Nc1ccc2c(c1)C(=O)N([C@@H](C)CO)C[C@H](C)[C@@H](CN(C)Cc1ccc3c(c1)OCO3)OCCCC[C@@H](C)O2	.	3.3
C[C@@H]1CCCCO[C@H](CN(C)Cc2ccc(C(=O)O)cc2)[C@@H](C)CN([C@H](C)CO)C(=O)c2cc(NS(=O)(=O)c3cccs3)ccc2O1	.	11
